# Source: PubChem BioAssay (The Scripps Research Institute Molecular Screening Center)
# GPR151 activ: activators of human GPR151, primary screen, cell-based, PathHunter beta-arrestin, luminescence; G-protein coupled receptor 151 (Homo sapiens), Q8TDV0; PathHunter beta-arrestin GPR151 cells; activation, % at 11.2 µM; 650,000 tested, 1% active; AID 1508602, 2020; in the data active = activation above about 4.9%;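 note: 0% = median of compound wells and 100% = cells with positive control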
# Target sequence (Q8TDV0 whole entry, looked up): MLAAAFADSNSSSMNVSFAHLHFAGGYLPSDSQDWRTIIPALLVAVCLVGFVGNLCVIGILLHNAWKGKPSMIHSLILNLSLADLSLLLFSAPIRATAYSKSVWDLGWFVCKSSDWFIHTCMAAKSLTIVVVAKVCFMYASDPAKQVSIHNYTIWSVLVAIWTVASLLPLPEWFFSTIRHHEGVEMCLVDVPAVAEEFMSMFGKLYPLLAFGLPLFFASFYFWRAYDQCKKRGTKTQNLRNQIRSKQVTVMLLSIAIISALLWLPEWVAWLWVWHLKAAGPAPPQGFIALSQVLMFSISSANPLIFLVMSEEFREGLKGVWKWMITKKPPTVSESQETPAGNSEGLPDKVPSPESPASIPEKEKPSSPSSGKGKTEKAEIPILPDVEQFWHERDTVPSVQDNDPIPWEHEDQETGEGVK
# FBW7 activator: FBW7 E3 ligase activators, primary screen, biochemical, AlphaScreen, human; AlphaScreen FBW7–phospho-cyclin E peptide binding, activator screen; 650,000 tested, 0.13% active; AID 1259310, 2017; normalized activity (activation), % at 26.1 µM; F-box/WD repeat-containing protein 7 (Homo sapiens), Q969H0; in the data active = normalized activity above about 1.9%;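 note: purified mutant Fbw7 with reduced substrate affinity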
# Target sequence (Q969H0 whole entry, looked up): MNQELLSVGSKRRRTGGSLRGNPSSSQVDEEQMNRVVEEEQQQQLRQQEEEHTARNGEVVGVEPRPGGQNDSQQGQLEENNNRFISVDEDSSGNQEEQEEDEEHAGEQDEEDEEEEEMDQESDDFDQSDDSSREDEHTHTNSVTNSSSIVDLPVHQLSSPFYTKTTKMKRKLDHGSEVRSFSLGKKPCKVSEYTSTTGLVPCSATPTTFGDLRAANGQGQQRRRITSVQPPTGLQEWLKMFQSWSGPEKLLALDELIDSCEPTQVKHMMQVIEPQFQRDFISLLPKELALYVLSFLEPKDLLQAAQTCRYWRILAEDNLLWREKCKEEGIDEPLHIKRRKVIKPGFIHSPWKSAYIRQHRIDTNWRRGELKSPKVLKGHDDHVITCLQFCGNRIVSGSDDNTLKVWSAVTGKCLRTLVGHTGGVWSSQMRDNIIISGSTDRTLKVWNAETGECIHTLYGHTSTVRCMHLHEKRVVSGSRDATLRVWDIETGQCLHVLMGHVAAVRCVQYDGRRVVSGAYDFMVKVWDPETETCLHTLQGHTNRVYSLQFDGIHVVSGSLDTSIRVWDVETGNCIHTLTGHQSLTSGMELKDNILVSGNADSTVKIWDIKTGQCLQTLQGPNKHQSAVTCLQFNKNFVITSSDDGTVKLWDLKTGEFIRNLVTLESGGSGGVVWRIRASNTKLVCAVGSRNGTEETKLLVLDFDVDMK
# MITF primary: MITF inhibitors, primary screen, biochemical, AlphaScreen, human; AlphaScreen MITF homodimerization, bead proximity signal; 650,000 tested, 0.91% active; Microphthalmia-associated transcription factor (Homo sapiens), O75030; inhibition, % at 2.6 µM; in the data active = inhibition above about 50%;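 note: 0% = vehicle wells with protein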
# TEAD-YAP block: TEAD-YAP interaction inhibition, primary screen, TEAD-YAP interaction inhibitor project, luminescence, HEK-TIYL cells; TEAD-Gal4/YAP UAS-luciferase luminescence; inhibition, % at 9.12 µM; 640,000 tested, 1.4% active; in the data active = inhibition above about 32%;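 note: 0% = median of test compound wells and 100% = reference inhibitor wells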
# * = called active by the depositor.
SMILES,GPR151 activ,FBW7 activator,MITF primary,TEAD-YAP block
CC(Oc1cccc(Cl)c1)C(=O)Nc1ccccc1C(=O)N1CCN(Cc2ccccc2)CC1 (stereo not given),1.4,0.1,4.3,9.6
CS(=O)(=O)c1ccc2nc(NC(=O)CSc3ccccc3)sc2c1,0.4,0.0,6.0,8.0
CN(C)C(=O)COC(=O)c1cc2ccccc2oc1=O,1.6,-0.1,13.1,-58.2
O=C(C1=C(O)C(=O)N(CCCN2CCOCC2)C1c1ccco1)c1cccs1 (stereo not given),1.9,0.0,16.3,-3.3
CCOC(=O)C(NC(=O)c1cccc(C(F)(F)F)c1)(OCc1ccccc1)C(F)(F)F (stereo not given),-1.2,-0.1,-8.1,-3.7
Cc1nc2sc(C(=O)N(C)Cc3ccccc3)c(C)c2c(=O)[nH]1,-1.1,-0.1,-3.7,-2.1
CCOC(=O)c1sc(NC(=O)c2cc3n(n2)C(C(F)(F)F)CC(c2cccs2)N3)c(C(=O)OCC)c1C (stereo not given),-1.2,0.1,-2.6,-1.4
COc1ccccc1C1CN(Cc2ccccc2)CC1C(=O)Nc1ccc2[nH]ncc2c1 (stereo not given),1.8,0.0,-19.9,5.8
COc1cccc(OCCSc2nnc(-c3ccccc3)n2N)c1,0.0,0.0,14.2,-4.7
O=C1CC(c2ccc(Cl)c([N+](=O)[O-])c2)c2cc(Br)c3ccccc3c2N1 (stereo not given),-0.1,-0.1,-0.9,-4.9
Cc1sc2nc(C)n(C3CCN(C(=O)c4n[nH]c5c4CCC5)CC3)c(=O)c2c1C,-0.2,-0.1,0.9,5.8
Nc1cccc(-c2nc(C(=O)Nc3ccccc3)cs2)c1,3.9,0.1,5.4,7.7
O=C(CCn1nnc2ccccc21)N/N=C/c1ccc(Cl)cc1Cl,0.2,0.0,-4.7,8.6
CC1=C(C(=O)Nc2cc(C)ccn2)C(c2cc(C)sc2C)C2=C(CCCC2=O)N1 (stereo not given),-1.3,0.2,-4.0,3.4
COCCN(C(=O)Cn1nnc2ccccc21)C(C(=O)NC1CCCC1)c1ccccc1C (stereo not given),-1.6,0.2,13.2,-1.5
COCCNc1nc(CN(C)C(C)c2nccs2)nc2ccc(Cl)cc12 (stereo not given),0.4,-1.5,29.0,-17.7
O=C(Nc1c2c(nn1-c1ccc(F)cc1)CS(=O)(=O)C2)c1ccccc1Br,1.0,-0.2,-1.6,8.2
N#Cc1ccc(OCc2ccc(Cl)nc2)cc1,-0.1,-0.1,-4.0,-32.3
O=C(CN1C(=O)C2C3C=CC(C4CC34)C2C1=O)Nc1cccnc1N1CCOCC1 (stereo not given),-0.2,0.5,-10.8,-1.1
Cc1cccc(NC(=O)CSC2=NN3CCCC(=O)N=C3S2)c1,2.0,0.0,-14.1,2.6
CC1=CSC2=NC(C(F)(F)F)(C(F)(F)F)NC(=O)N12,-0.7,0.2,11.5,10.2
O=C(OCC(=O)c1cccs1)c1ccc(N2C(=O)C3C4C=CC(C5CC45)C3C2=O)cc1 (stereo not given),0.9,-0.1,-0.2,3.7
Cc1ccn2c(CN(C)CC3COCCO3)c(C(=O)N3CCCCCC3)nc2c1 (stereo not given),-0.1,0.2,-3.2,5.0
CC(CNC(=O)Cc1ccc([N+](=O)[O-])cc1)CN(C)C (stereo not given),-1.0,-0.1,8.1,-2.5
COCCn1c(C)cc(C(=O)CSc2ncnc3sc(C)c(C)c23)c1C,0.0,0.2,-20.1,5.8
# Continued.
SMILES,GPR151 activ,FBW7 activator,MITF primary,TEAD-YAP block
O=C(/C=C/c1ccc([N+](=O)[O-])cc1)Nc1nc(-c2ccccc2)cs1,0.7,-0.1,10.9,7.1
Cc1ccc(NC(=O)c2sc(=S)n3c2[nH]c(=O)c2ccccc23)cc1F,-0.4,0.0,5.8,6.7
O=C(CC(C(=O)N1CCc2ccccc21)n1ccnc1)NC1CC1 (stereo not given),-0.7,0.7,16.2,-8.0
CCOC(=O)c1cc(S(=O)(=O)NCc2cccc(OC)c2)cn1C,0.9,-0.3,9.8,-3.8
Cc1cccc(S(=O)(=O)CC(SC#N)c2ccccc2)c1 (stereo not given),0.2,-0.3,-3.3,-7.6
COc1ccc(Cl)cc1NC(=O)C1CCN(c2nccc(C)n2)CC1,-2.2,0.3,6.7,9.2
C(/CCc1ccccc1)=N\Nc1nc2ccccc2[nH]1,1.2,-0.5,14.6,-51.2
COCCNC(=O)c1ccc(N2CC3CC(C2)c2cccc(=O)n2C3)c(NC(=O)c2cc(OC)c(OC)c(OC)c2)c1 (stereo not given),-1.0,0.2,3.8,0.9
COc1ccc(S(=O)(=O)N2CCn3cccc3C2c2ccc(Cl)cc2)cc1OC (stereo not given),0.4,0.1,20.2,-5.3
CC(C)(C)c1ccc(NC(=O)NCc2ccc(C#N)cc2)cc1,-0.1,0.1,0.7,-0.1
O=C(CSc1nc2ccc(N3C(=O)c4ccccc4C3=O)cc2s1)NC(c1ccccc1)c1ccccc1,0.8,-0.1,-3.2,7.7
CC(C)c1csc(CN2CCCC(CNS(=O)(=O)Cc3ccccc3)C2)n1 (stereo not given),-0.2,0.2,9.9,-5.3
Cc1ccccc1C(=O)Nc1ccccc1C(=O)N1CCCCC1,1.1,0.0,-3.7,-10.2
CC(=O)NC(CCS(C)(=O)=O)C(=O)Nc1ccccc1F (stereo not given),1.1,0.0,8.3,6.0
COc1ccccc1-c1cc(C(F)(F)F)nc(NCc2ccco2)n1,-1.0,0.1,-1.9,-4.1
Cc1ccc(Nc2nc(-c3cc4c(ccc5ccccc54)oc3=O)cs2)cc1,1.2,0.1,0.4,5.4
O=S(=O)(Nc1ccc(Br)cc1)c1ccc2c(c1)OCCCO2,0.0,0.1,23.7,6.5
CCCS(=O)(=O)Nc1nccnc1N1CCN(C(=O)Nc2ccc(C(C)C)cc2)CC1,0.4,-0.3,20.7,-3.7
COc1ccccc1OCCNc1cc(N2CCOCC2)ccc1[N+](=O)[O-],1.1,0.0,-2.8,-25.8
Cc1onc(-c2ccccc2)c1C(=O)N1CCN(c2ccccc2F)CC1,-0.2,-0.1,23.5,2.7
COC(=O)C1=C(O)CSC1=Nc1ccc(Cl)cc1Cl,1.9,0.2,-0.5,-1.0
COc1cccc(C(CC(=O)NCc2ccco2)NS(=O)(=O)c2ccc(C)cc2)c1OC (stereo not given),-0.1,0.0,9.2,0.6
CCn1c2ccccc2c2cc(NC(=O)COc3ccccc3)ccc21,0.3,-0.1,-13.9,1.6
CCCCNC(=O)Nc1cc(C(F)(F)F)c[nH]c1=O,2.0,0.0,0.0,-5.5
O=C(Nc1ccccc1)c1ccccc1NC(=O)c1ccccc1[N+](=O)[O-],0.6,-0.1,-7.2,-0.9
# Next part.
SMILES,GPR151 activ,FBW7 activator,MITF primary,TEAD-YAP block
CCC(C)(C)C1CCc2c(sc(NC(=O)c3ccc(F)cc3)c2C(N)=O)C1 (stereo not given),0.7,-0.2,-1.8,4.6
O=[N+]([O-])c1cc(Br)c2nsnc2c1N1CCCCC1,-0.4,-0.4,28.4,4.7
COCC1CCCN1C(=O)c1cnc2sc(C)cn2c1=O (stereo not given),-0.3,-0.2,8.4,-2.2
CC(C)NC(=O)CCSc1nc(-c2ccco2)cc(C(F)(F)F)n1,1.2,-0.2,6.3,5.0
C=C(C)Cn1c(N2CCCCC2C)nc2c1c(=O)[nH]c(=O)n2C (stereo not given),0.4,0.4,21.5,-18.7
O=C(NCCNS(=O)(=O)c1ccc2ccccc2c1)c1cccs1,0.3,-0.2,-2.5,-3.6
CC1CN(C(=O)CCC(=O)O)c2cc(Cl)ccc2O1 (stereo not given),-1.3,0.1,-10.1,-1.8
CCCCN1C(=O)c2oc3ccccc3c(=O)c2C1c1ccc(OC)cc1 (stereo not given),1.5,0.0,-3.5,-0.7
Cc1ccc(C(=O)NC23CC4CC(CC(C4)C2)C3)cc1S(=O)(=O)N1CCCCC1,0.5,0.0,-12.0,2.2
CC1(c2ccc(OC(F)F)cc2)NC(=O)N(CC(=O)Nc2ccc(F)cc2)C1=O (stereo not given),-1.2,0.0,3.1,12.2
COc1cccc(CC(=O)NCc2nc(N3CCCC3)c3cc(Cl)ccc3n2)c1,-0.3,0.2,9.4,-4.9
O=[N+]([O-])c1cc(-n2ncnc2-c2ccc(Br)cc2)ccc1F,-0.6,0.1,13.0,3.9
Cc1c(C(=O)NCc2ccc(F)cc2)sc2nc(-c3ccccc3)cn12,0.8,0.1,-7.9,-9.7
Cc1ccc(NC(=O)CSc2nc3ccccc3c(=O)n2CC2CCCO2)cc1 (stereo not given),-0.4,0.0,-0.3,4.7
C=CCN1CCN(C(c2ccccc2)c2nnnn2C(C)(C)CC)CC1 (stereo not given),-0.7,-0.2,12.1,-4.9
CCOC(=O)N1CCN(c2ccc(/C=C(\C#N)c3nc4ccccc4n3C)o2)CC1,1.2,0.0,6.4,7.1
COc1ccc([N+](=O)[O-])cc1-n1cnnn1,1.6,-0.1,-0.8,-5.2
CCOC(=O)Nc1ccc2c(c1)N(C(=O)CN1CCN3CCCC3C1)c1ccccc1CC2 (stereo not given),-1.2,0.7,7.0,7.2
CN1CCN(/N=C/c2ccc(C(F)(F)F)cc2)CC1,2.0,-0.1,3.1,-7.2
CC(C)CC1=NN2C(=N)/C(=C/c3ccc(-c4ccc(Cl)cc4Cl)o3)C(=O)N=C2S1,0.0,0.3,10.6,-6.2
CCOC(=O)CSCC(=O)NC1CCCc2ccccc21 (stereo not given),1.8,0.1,-12.0,-4.5
CCC(=O)N1N=C(c2ccccc2)CC1c1ccccc1 (stereo not given),0.2,-0.1,-4.6,-2.6
Cc1ccc(F)cc1NC(=O)c1ccccc1SCC(=O)NC(C)C,-1.5,0.0,3.4,0.4
CC(=O)Nc1ccc(NC(=O)c2ccccc2Br)cc1,-0.1,0.5,-3.4,7.4
Clc1cccc2nnc(-c3ccc(Br)cc3)n12,0.5,0.0,22.5,2.1

# Among those listed so far, these contain a cyano group:
SMILES,GPR151 activ,FBW7 activator,MITF primary,TEAD-YAP block
N#Cc1ccc(OCc2ccc(Cl)nc2)cc1,-0.1,-0.1,-4.0,-32.3
Cc1cccc(S(=O)(=O)CC(SC#N)c2ccccc2)c1 (stereo not given),0.2,-0.3,-3.3,-7.6
CC(C)(C)c1ccc(NC(=O)NCc2ccc(C#N)cc2)cc1,-0.1,0.1,0.7,-0.1
CCOC(=O)N1CCN(c2ccc(/C=C(\C#N)c3nc4ccccc4n3C)o2)CC1,1.2,0.0,6.4,7.1

# (listing goes on)
SMILES,GPR151 activ,FBW7 activator,MITF primary,TEAD-YAP block
Oc1ccc(CCNc2cc(NC3CCC(O)CC3)ncn2)cc1 (stereo not given),-1.4,-0.1,-9.8,9.7
COC(=O)c1ccc(CNc2ccccc2F)cc1,-0.3,0.0,-4.6,-13.8
C/C(=N\Nc1nc2ccccc2[nH]1)c1ccc([N+](=O)[O-])cc1,-0.5,0.1,16.8,-8.3
NC(=O)c1ccc(NC(=O)c2ccc(Cl)c(Cl)c2)cc1,-1.2,0.3,23.8,-13.3
COC(=O)C1=C(C)N(c2cccc(OC)c2)C(=O)/C1=C\c1ccc2c(c1)OCO2,0.8,0.1,7.1,-11.9
NS(=O)(=O)c1ccc(NC(=O)c2ccccc2Br)cc1,-0.2,0.1,1.2,5.7
O=C(c1ccc(Oc2ccccc2)o1)N1CCCC(c2ccn[nH]2)C1 (stereo not given),0.3,0.1,14.2,-66.4
O=C(Cc1ccc(F)cc1F)Nc1ccccc1,0.9,0.1,-1.7,3.2
O=C(Nn1c(C2CCCCC2)nc2ccccc2c1=O)c1c(F)cccc1F,-0.3,0.0,15.7,3.8
CC(c1ccncc1)N(CCN(C)C)C(=S)Nc1cc(F)cc(F)c1 (stereo not given),-0.3,-0.1,-1.4,-5.9
COc1ccc(-c2[nH]nc3c2C(c2cccc(OC)c2OC(=O)N2CCOCC2)C(C#N)=C(N)O3)cc1 (stereo not given),0.8,-0.1,-9.0,-1.7
OC(CNCC1COc2ccccc2O1)COc1ccc(Cl)cc1 (stereo not given),-0.7,0.3,9.3,9.1
CCc1nc(C(N)=O)c2[nH]c(=O)n(-c3ccccc3Cl)c2n1,0.5,0.0,5.8,2.8
CC(C)(C)S(=O)(=O)Nc1nccnc1-c1ccc(CNc2ccc3c(c2)OCO3)cc1,-0.9,0.1,-0.5,-7.1
CC1(C)CC(NC(=O)C2CCCCC2C(=O)O)CC(C)(C)N1 (stereo not given),-0.7,-0.1,9.2,-8.2
COc1cccc(N2C(=O)CN(Cc3cn[nH]c3)CC2C)c1 (stereo not given),-0.5,0.1,17.0,-1.5
COc1ccc(-n2nc3c(c2NC(=O)c2ccccc2OC)CS(=O)(=O)C3)cc1,-1.9,0.1,-13.9,-9.3
COc1cc(C2NC(=O)NC(C)=C2C(=O)OCC2CCCO2)cc(Br)c1O (stereo not given),0.8,-0.1,2.4,9.0
CCOC(=O)C1=C(C)OC(N)=C(C#N)C1c1cccc(O)c1 (stereo not given),-1.1,0.0,2.5,-6.4

# Another view of two compounds above.
O=C(CSc1nc2ccc(N3C(=O)c4ccccc4C3=O)cc2s1)NC(c1ccccc1)c1ccccc1
  GPR151 activ = 0.8
  FBW7 activator = -0.1
  MITF primary = -3.2
  TEAD-YAP block = 7.7
CC(C)c1csc(CN2CCCC(CNS(=O)(=O)Cc3ccccc3)C2)n1 (stereo not given)
  GPR151 activ = -0.2
  FBW7 activator = 0.2
  MITF primary = 9.9
  TEAD-YAP block = -5.3
